HGIII-sPLA2 inh = human group III sPLA2 inhibitors, primary screen, biochemical, QFRET, BODIPY PC-A2 liposome substrate | Group 3 secretory phospholipase A2 (Homo sapiens), Q9NZ20 | QFRET BODIPY PC-A2 liposome hydrolysis, fluorescence | inhibition, % at 12.2 µM | 370,000 compounds, 0.56% hits;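 active means inhibition above mean plus 3 SD of compounds lying within the high and low control bounds, cut at about 19% in these data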;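 further: 0% = median of test compound wells and 100% = no enzyme DMSO wells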
Target sequence (Q9NZ20 whole entry, looked up): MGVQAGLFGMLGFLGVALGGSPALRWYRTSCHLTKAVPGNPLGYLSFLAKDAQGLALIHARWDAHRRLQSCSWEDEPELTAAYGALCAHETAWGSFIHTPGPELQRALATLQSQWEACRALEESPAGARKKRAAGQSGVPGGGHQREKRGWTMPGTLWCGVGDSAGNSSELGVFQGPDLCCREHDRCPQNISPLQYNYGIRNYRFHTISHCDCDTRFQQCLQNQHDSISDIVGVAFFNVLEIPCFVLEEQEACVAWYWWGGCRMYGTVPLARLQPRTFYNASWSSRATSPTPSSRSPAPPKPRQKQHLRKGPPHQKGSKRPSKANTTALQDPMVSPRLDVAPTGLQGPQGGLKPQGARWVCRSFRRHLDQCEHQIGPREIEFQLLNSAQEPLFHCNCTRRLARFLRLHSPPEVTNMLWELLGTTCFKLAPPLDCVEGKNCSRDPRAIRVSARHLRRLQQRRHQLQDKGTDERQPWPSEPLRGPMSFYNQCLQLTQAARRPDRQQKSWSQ
NPR2 activator = human GC-B receptor activators, primary screen, HEK293 GC-B cells, cGMP TR-FRET, EC30 CNP. Atrial natriuretic peptide receptor 2 (Homo sapiens), P20594. 0% at EC30 CNP, 100% saturating CNP. activation, % at 10 µM. 370,000 compounds, 0.11% hits. AID 1920062, 2024;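 active means activation at 10 µM reaching about 35% in either raw or pattern-adjusted values, limit read from the data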
GAA850 FXN act = FXN promoter activators, primary screen, cell-based, luciferase luminescence, HEK293 lucGAA850; HEK293 lucGAA850 FXN promoter luciferase reporter, 24 h; percent of 10 µM SAHA response; activation, % at 6 µM; 360,000 compounds, 0.56% hits;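 active means activation above the average of all compounds screened plus 3 SD, cutoff fixed separately per campaign, cut at about 7.5% in these data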;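 further: 0% = DMSO wells and 100% = 10 µM SAHA wells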
SMARCA2 activ = SMARCA2 (BRM) function activators, primary screen, cell-based, luminescence, high throughput | MG213 cells, MMTV-luciferase reporter, dexamethasone, overnight | activation, % at 9.1 µM | 370,000 compounds, 1% hits | AID 652017, 2013; in the data active means activation above about 7.8%;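 further: 0% = vehicle wells and 100% = reference activator wells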
DAX1 inh-1 = DAX1 (NR0B1) inhibitors on StAR promoter, primary screen, cell-based, luminescence, SF-1 (NR5A1), full-length DAX-1; 370,000 compounds, 1.1% hits; inhibition, % at 6.8 µM; AID 652010, 2013; HEK293T StAR-luciferase reporter, SF-1/DAX-1 repression relief;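 active means inhibition above the mean over all tested compounds plus 3 SD, cut at about 3.6% in these data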;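 further: 0% = DAX-1 cells with DMSO and 100% = cells lacking DAX-1 with DMSO; higher inhibition means more luminescence from relief of DAX-1 repression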
ssDAF12 agonist = S. stercoralis DAF-12 nuclear receptor activators, primary screen, cell-based, luminescence, HEK293, GRIP1 co-expression, lit1-tk-luc; HEK293 ssDAF-12/GRIP1 lit1-tk-luc reporter; % of 3 µM dafachronic acid response; activation, % at 6.8 µM; 370,000 compounds, 1% hits; AID 652126, 2013;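 active means activation above the mean over all tested compounds plus 3 SD, cut at about 0.9% in these data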;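 further: 0% = DMSO-only wells and 100% = 3 µM delta7-dafachronic acid wells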
GC-A act = GC-A stimulated cGMP production enhancers – HEK293 GC-A cells, cGMP TR-FRET, EC30 ANP, primary screen; Atrial natriuretic peptide receptor 1 (Homo sapiens), P16066; activation, % at 10 µM; 370,000 compounds, 0.14% hits; 0% at EC30 ANP, 100% saturating ANP; AID 1671463, 2021; in the data active means activation above about 40%
DAX1 inh-2 = DAX1 (NR0B1) inhibitors, primary screen, cell-based, HEK293, Gal4-DAX1, luciferase luminescence | HEK293 Gal4-DAX1 luciferase reporter | inhibition, % at 6.75 µM | 340,000 compounds, 0.99% hits | AID 504766, 2011;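 active means inhibition above the mean over all tested compounds plus 3 SD, cut at about 4.2% in these data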;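 further: 0% = DAX1-transfected cells with DMSO and 100% = empty-vector control cells with DMSO; inhibition shows as a rise in luminescence from relieved DAX1 repression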
hgDAF12 agonist = H. glycines DAF-12 receptor agonists, primary screen, cell-based, luminescence, HEK293, GAL4 fusion, UAS-luciferase; activation, % at 6.8 µM; HEK293 GAL4-hgDAF12 UAS-luciferase reporter, agonist luminescence; normalized to butyrate control; AID 687014, 2013; Nuclear hormone receptor DAF-12 (Heterodera glycines), GAL4 fusion; 370,000 compounds, 1.8% hits;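 active means activation above a cutoff set at the mean of all screened compounds plus 3 SD, cut at about 10% in these data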;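 further: 0% = DMSO wells and 100% = sodium butyrate wells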
ADAM10 inh = human ADAM10 inhibitors, primary screen, biochemical, QFRET, HTS | 370,000 compounds, 0.62% hits | recombinant ADAM10, EDANS/DABCYL FRET peptide cleavage, 3 h | AID 720582, 2013 | Disintegrin and metalloproteinase domain-containing protein 10 (Homo sapiens), O14672 | inhibition, % at 7 µM;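 active means inhibition above a per-campaign cutoff equal to the mean of compounds falling between control-based bounds plus 3 SD, cut at about 20% in these data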;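 further: 0% = DMSO wells while the 100% control is not disclosed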
Target sequence (O14672 214-748 limits assumed): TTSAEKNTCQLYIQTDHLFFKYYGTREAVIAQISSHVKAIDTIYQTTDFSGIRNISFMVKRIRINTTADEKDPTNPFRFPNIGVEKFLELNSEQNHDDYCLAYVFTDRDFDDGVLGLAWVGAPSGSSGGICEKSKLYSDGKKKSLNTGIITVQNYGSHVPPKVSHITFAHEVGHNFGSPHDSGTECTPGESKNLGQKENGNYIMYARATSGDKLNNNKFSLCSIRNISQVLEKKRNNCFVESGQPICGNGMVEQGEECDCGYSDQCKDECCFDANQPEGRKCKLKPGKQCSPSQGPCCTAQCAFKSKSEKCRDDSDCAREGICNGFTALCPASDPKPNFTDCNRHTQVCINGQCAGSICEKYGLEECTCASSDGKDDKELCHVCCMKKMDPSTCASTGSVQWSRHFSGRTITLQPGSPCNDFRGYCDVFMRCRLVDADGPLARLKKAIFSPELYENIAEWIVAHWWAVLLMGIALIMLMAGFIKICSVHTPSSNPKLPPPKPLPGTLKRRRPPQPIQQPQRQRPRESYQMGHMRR
hcDAF12 agonist = H. contortus DAF-12 nuclear receptor activators, primary screen, cell-based, luminescence, HEK293, lit1-tk-luc reporter | HEK293 hcDAF-12 lit1-tk-luc reporter; 0% DMSO, 100% Δ7-dafachronic acid | activation, % at 6.8 µM | 370,000 compounds, 1.4% hits | AID 652067, 2013;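 active means activation above the mean of all tested compounds plus 3 SD, cut at about 5.5% in these data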;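 further: 100% = response to 3 µM Δ7-dafachronic acid high control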
An asterisk follows results filed as active; . = no result given.

canonical_smiles	SMARCA2 activ	GC-A act	ADAM10 inh	hcDAF12 agonist	NPR2 activator	ssDAF12 agonist	DAX1 inh-1	HGIII-sPLA2 inh	DAX1 inh-2	GAA850 FXN act	hgDAF12 agonist
O=C(Nc1ccc2c(c1)OCCO2)C(CCc1ccccc1)N1CCN(c2ccc(F)cc2)CC1 (configuration not stated)	0.8	1.3	15.2	-2.6	1.5	-1.5	-2.0	-5.4	.	.	0.2
Cc1cc(C(=O)COC(=O)c2ccc3c(c2)NC(=O)CS3)c(C)n1CCc1ccc(Cl)cc1	0.6	1.5	-3.5	1.3	4.3	-1.3	0.3	-2.9	-0.4	4.6	4.8
O=C(CCSc1nnc2ccccn12)Nc1ccc(F)cc1	-2.0	1.1	-17.2	0.2	-2.4	-0.4	0.6	1.4	0.2	1.1	2.6
Nc1cccc(NC(=O)CN2CCOCC2)c1	-0.5	5.9	3.0	0.3	-4.2	-1.6	-0.1	-0.2	0.5	-0.2	0.3
O=C(NCCc1ccccc1)c1cc(-c2ccncc2)nc2ccc(S(=O)(=O)N3CCOCC3)cc12	-1.1	9.7	5.2	-0.1	12.1	-1.2	0.4	-2.9	-0.4	-0.4	-0.5
CCOC(=O)N1CCN(C(=O)CSc2ccc(-c3cccnc3)nn2)CC1	0.9	-2.5	-3.0	-0.6	1.4	-2.2	-0.8	1.2	.	.	-1.3
Nc1ccccc1SCc1cn2cccnc2n1	0.3	-0.4	-19.5	4.2	-13.7	0.2	1.3	15.8	2.0	0.7	14.1*
O=C(COc1ccc(S(=O)(=O)N2CCCC2)cc1[N+](=O)[O-])N1CCCC1	4.4	3.3	2.9	-0.3	1.9	-1.4	-0.1	-3.2	0.7	1.1	1.5
COc1ccc(-c2oc3cccnc3c2/C=C/c2ccc(OC)c(OC)c2)cc1	0.1	8.1	-205.6	0.0	-1.0	-0.9	-0.1	1.7	0.5	1.6	-0.7
CC(=O)NCCc1nc2cc(NC(=O)c3ccccc3Cl)ccc2n1C	2.2	-0.7	10.4	2.1	4.3	-0.2	0.3	1.3	-0.5	5.0	3.5
O=C(NCc1ccc(F)cc1)C1Cc2ccccc2CN1C(=O)c1ccco1 (configuration not stated)	-1.8	-1.7	-5.6	-1.1	-1.6	-1.5	-0.1	0.7	3.7	-1.8	0.5
O=C(Nc1nc2cc3c(cc2s1)OCCO3)C1CCCCC1	0.4	-5.4	9.8	4.4	4.2	0.8	14.7*	0.4	0.7	1.3	13.3*

Other results.
canonical_smiles	SMARCA2 activ	GC-A act	ADAM10 inh	hcDAF12 agonist	NPR2 activator	ssDAF12 agonist	DAX1 inh-1	HGIII-sPLA2 inh	DAX1 inh-2	GAA850 FXN act	hgDAF12 agonist
O=C(CCN1CCN(c2ccccc2)CC1)NNC(=O)Cc1ccc(Br)cc1	1.3	5.9	2.9	-0.9	-4.7	-0.8	-1.0	-1.9	-1.3	-0.9	1.1
Cc1c(Br)c([N+](=O)[O-])nn1CC(=O)Nc1ccccn1	3.7	5.3	-0.2	-1.1	2.2	-1.0	0.4	-1.0	1.1	2.5	-1.3
CCOc1ccccc1C(=O)NCCc1cnc[nH]1	2.3	0.9	-1.7	-0.3	2.1	-1.7	0.7	-4.5	-0.3	0.8	-1.0
COCCN(C(=S)Nc1ccc(C)cc1)C(C)c1cccnc1 (configuration not stated)	-4.0	-2.1	6.5	1.0	4.4	-0.7	0.3	9.3	-0.3	-0.1	1.4
Cc1ccc(C(=O)Nc2ccc3c(c2)OCO3)cc1	2.9	1.3	5.2	19.9*	0.5	3.3*	5.6*	-0.1	-1.7	-3.6	13.1*
Cc1ccc(NC(=S)c2ccccc2)cc1	7.5	1.3	8.2	1.1	-5.3	-0.6	2.3	2.4	2.1	2.4	9.4
O=C(Nc1ccccc1N1CCCCC1)c1cccs1	0.2	-4.7	5.9	0.7	2.1	-0.5	-1.4	-0.6	1.2	0.5	0.0
CC(C)(C)c1ccc(NC(=O)c2ccc(=O)[nH]n2)cc1	1.2	3.2	-0.3	4.9	-2.5	0.3	2.1	-44.8	5.6*	6.0	16.6*
Cc1ccc(C)c(NC(=O)c2cc(=O)c3ccccc3o2)c1	-0.3	4.8	3.3	-0.7	-4.2	-0.7	1.0	-3.9	-0.8	1.7	5.8
Cc1[nH]n(-c2ccccc2)c(=O)c1N=Nc1cccc(C(=O)O)c1	0.8	-1.9	6.8	8.9*	-5.3	2.2*	3.0	-13.7	-3.4	2.3	13.8*
O=c1cc(-c2ccccc2F)oc2ccccc12	12.9*	-4.2	3.8	0.8	-8.3	-0.7	2.1	1.1	0.2	6.9	11.1*
O=S(=O)(N[C@@H]1CCCC[C@H]1N1CCOCC1)c1ccc(Cl)cc1	.	-0.9	1.1	-0.4	-4.3	-1.3	.	-4.1	.	.	2.0

The listing continues:
canonical_smiles	SMARCA2 activ	GC-A act	ADAM10 inh	hcDAF12 agonist	NPR2 activator	ssDAF12 agonist	DAX1 inh-1	HGIII-sPLA2 inh	DAX1 inh-2	GAA850 FXN act	hgDAF12 agonist
COc1cccc(C2CC(c3ccccc3)Nc3nc(N)nn32)c1 (configuration not stated)	-2.5	0.8	-84.3	-1.0	-0.1	-1.2	0.1	11.0	2.4	2.5	-0.6
CCCCCn1c(SCC(=O)OC)nc2c1c(=O)[nH]c(=O)n2C	-1.7	-4.3	-10.8	0.6	-1.6	-0.9	-0.4	3.0	0.5	0.5	5.5
CCCCC(c1nnnn1CCOC)N1CCN(Cc2ccccc2)CC1 (configuration not stated)	-2.9	-0.2	0.8	0.4	6.9	-0.8	0.2	-2.7	-0.5	-0.6	0.4
O=C(O)c1csc(-c2cccs2)n1	1.8	-1.6	-4.5	-0.2	5.0	-1.7	1.1	-0.9	1.2	1.2	-1.7
O=C(O)c1ccc(Cl)c(S(=O)(=O)Nc2ccccc2N2CCOCC2)c1	-1.1	-2.7	-9.3	-1.4	2.9	-0.8	0.2	-4.0	-0.4	0.6	4.6
O=C(COc1ccccc1F)N1c2ccccc2CCc2ccccc21	-5.7	-20.4	1.2	-2.5	-10.2	-1.5	-0.1	-3.7	-1.0	1.9	-0.9
O=[N+]([O-])c1ccccc1S(=O)(=O)NCc1ccc(F)cc1	-4.3	1.2	1.1	-1.5	1.8	-1.3	-0.1	-2.2	.	1.9	2.4
O=C(c1cc2nc(-c3ccco3)cc(C(F)(F)F)n2n1)N1CCN(Cc2ccccc2)CC1	-2.3	3.6	-184.3	-2.1	-5.5	-1.4	0.5	-9.3	-1.8	0.3	-1.2
CC(NCC(=O)Nc1ccccc1C(=O)NC1CC1)c1ccc(F)cc1F (configuration not stated)	-1.4	3.1	-5.3	-2.0	-1.3	-1.1	-0.6	7.1	-0.6	0.1	-2.0
COCc1nnc(NC(=O)CCc2ccccc2)s1	0.0	4.7	0.5	-3.1	-8.0	-1.0	-0.3	1.9	1.1	5.8	-2.5
O=C1N(Cc2cccnc2)C[C@@H]2C[C@@H](c3ccccc3C#Cc3ccccc3)N3CCC[C@@]123	-1.6	-48.9	-1.2	-0.8	-15.2	-2.1	-0.6	0.4	-0.2	0.1	1.0
CCOC(=O)CSc1nc(-c2ccc(OC)cc2)ns1	-6.5	15.1	-6.6	-2.3	-10.3	-1.8	0.1	-0.8	-1.6	-1.2	-0.8

2 of the compounds above, with each value named.
COCc1nnc(NC(=O)CCc2ccccc2)s1
- SMARCA2 activ: 0.0
- GC-A act: 4.7
- ADAM10 inh: 0.5
- hcDAF12 agonist: -3.1
- NPR2 activator: -8.0
- ssDAF12 agonist: -1.0
- DAX1 inh-1: -0.3
- HGIII-sPLA2 inh: 1.9
- DAX1 inh-2: 1.1
- GAA850 FXN act: 5.8
- hgDAF12 agonist: -2.5
O=C1N(Cc2cccnc2)C[C@@H]2C[C@@H](c3ccccc3C#Cc3ccccc3)N3CCC[C@@]123
- SMARCA2 activ: -1.6
- GC-A act: -48.9
- ADAM10 inh: -1.2
- hcDAF12 agonist: -0.8
- NPR2 activator: -15.2
- ssDAF12 agonist: -2.1
- DAX1 inh-1: -0.6
- HGIII-sPLA2 inh: 0.4
- DAX1 inh-2: -0.2
- GAA850 FXN act: 0.1
- hgDAF12 agonist: 1.0

Following part:
canonical_smiles	SMARCA2 activ	GC-A act	ADAM10 inh	hcDAF12 agonist	NPR2 activator	ssDAF12 agonist	DAX1 inh-1	HGIII-sPLA2 inh	DAX1 inh-2	GAA850 FXN act	hgDAF12 agonist
COc1ccccc1N1C(=N)S/C(=C\c2ccc(-c3ccccc3C(=O)O)o2)C1=O	1.6	2.9	4.3	-2.5	1.7	-0.4	0.3	-1.4	0.5	1.2	-1.4
CC(C)C(=O)N(Cc1ccccc1)S(=O)(=O)c1ccc2c(c1)oc(=O)n2C	-1.1	0.7	-7.1	-0.5	1.1	-0.9	-0.8	-2.4	-0.3	-0.7	-2.5
CC(C)(C)n1nnnc1C(c1ccc(Cl)cc1)N1CCSCC1 (configuration not stated)	-0.7	-10.6	-0.8	-1.7	-11.9	-1.2	-0.5	4.3	-0.4	-0.2	1.2
Cc1ccc(C#CC[N+](C)(C)CC#Cc2ccccc2)cc1	-1.3	-3.5	-6.0	-2.0	-3.2	-1.9	-1.1	-3.5	0.7	-0.1	3.9
COc1ccccc1-n1nc(C(=O)Nc2ccc3c(c2)OCO3)c2ccccc2c1=O	-1.1	-1.3	-1.9	0.3	0.2	-1.5	0.1	3.2	0.5	1.1	0.4
CCS(=O)(=O)N1Cc2ccccc2CC1C(=O)Nc1nc2ccccc2[nH]1 (configuration not stated)	0.8	-4.2	-10.6	3.1	0.0	-0.5	0.9	-1.5	1.8	0.9	7.2
